Compound activity (PubChem)
PvdQ inh: P. aeruginosa PvdQ acylase inhibitors, primary screen, biochemical, fluorescence, plate reader and imaging, single point; PvdQ acylase [Pseudomonas aeruginosa LESB58]; purified PvdQ acylase; inhibition, % at 10 µM; 340,000 tested, 0.063% active; in the data active = inhibition above about 30%, passing the limit was not always enough;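 note: 0% = vehicle neutral wells and 100% = reference inhibitor wells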
DAGLB inhibitor: DAGLB lipase inhibitors, primary screen, biochemical, fluorescence, HTS. Diacylglycerol lipase-beta (Homo sapiens), Q8NCG7. HEK293T DAGLB membrane lysate, EnzChek fluorogenic substrate. inhibition, % at 5.17 µM. 340,000 tested, 0.059% active. AID 504411, 2011; in the data active = inhibition above about 34%;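 note: 0% = enzyme with vehicle and 100% = wells lacking enzyme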
Target sequence (Q8NCG7 whole entry, looked up): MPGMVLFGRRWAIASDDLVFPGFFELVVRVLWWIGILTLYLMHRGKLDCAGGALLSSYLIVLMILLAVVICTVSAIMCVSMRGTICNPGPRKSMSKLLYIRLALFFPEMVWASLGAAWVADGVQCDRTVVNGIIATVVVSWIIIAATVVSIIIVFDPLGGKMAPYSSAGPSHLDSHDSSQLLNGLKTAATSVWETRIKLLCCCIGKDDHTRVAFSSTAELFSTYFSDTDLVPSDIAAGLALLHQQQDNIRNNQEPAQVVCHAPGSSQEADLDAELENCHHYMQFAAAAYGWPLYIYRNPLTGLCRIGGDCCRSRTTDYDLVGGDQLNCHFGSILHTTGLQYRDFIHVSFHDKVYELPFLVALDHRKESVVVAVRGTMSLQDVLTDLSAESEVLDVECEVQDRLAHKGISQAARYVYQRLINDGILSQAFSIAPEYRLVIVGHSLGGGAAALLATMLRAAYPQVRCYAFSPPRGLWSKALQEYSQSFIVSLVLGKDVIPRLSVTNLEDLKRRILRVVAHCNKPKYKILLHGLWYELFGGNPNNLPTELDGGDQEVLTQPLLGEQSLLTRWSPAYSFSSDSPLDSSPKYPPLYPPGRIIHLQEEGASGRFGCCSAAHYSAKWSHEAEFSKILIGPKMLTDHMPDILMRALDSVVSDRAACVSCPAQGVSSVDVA
LANA DNA inh: inhibitors of KSHV C-LANA binding to DNA, primary screen, biochemical, fluorescence polarization, FAM-LBS DNA, MBP-C-LANA, single point | Kaposi's sarcoma herpesvirus LANA C-terminal domain (residues 932-1162) DNA binding | inhibition, % at 9 µM | 340,000 tested, 0.078% active;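 active = highest replicate inhibition at or above 60% at 9 µM, even if other replicates fall short; inactive = all replicates below 60% inhibition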;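 note: 0% = neutral control wells and 100% = 4 µM acridine orange control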
Arr AP2 block: inhibitors of beta-arrestin/AP2 binding, primary screen, biochemical, GPCR trafficking, flow cytometry; beta-arrestin 1 C-terminal peptide binding to AP2 beta2-adaptin appendage (human); FITC-arrestin peptide / GST-AP2 beads; AP2 beta2 appendage carries R879A mutation; inhibition, % at 10 µM; 340,000 tested, 0.31% active;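 active = inhibition above a set limit, near 3 SD of compounds lacking own fluorescence, cut at about 54% in these data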;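 note: plate controls were DMSO wells for no effect and 5 µM unlabelled arrestin peptide for full effect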
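System: GST-AP2 R879A glutathione beads; medium: PBS, Tween 20 0.05%, BSA 0.1%; reagent: fluorescein-tagged arrestin peptide at 50 nM final; schedule: pre-incubation 12 min, peptide binding 1 h, room temperature; detection: flow cytometry, FL1 (488/535 nm); read-out: inhibition as reduced fluorescein signal on beads, percent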
NSD2 HMT inh: NSD2 histone methyltransferase inhibitors, primary screen, biochemical, AlphaScreen, single concentration, set 2; Histone-lysine N-methyltransferase NSD2 (Homo sapiens), O96028; 310,000 tested, 0.54% active; inhibition, % at 12.5 µM; NSD2 peptide methylation, 120 min; AID 743445, 2014; in the data active = inhibition above about 50%
SR-BI uptake up: activators of SR-BI mediated DiI-HDL uptake, primary screen, ldlA[mSR-BI] CHO cells, DiI fluorescence; 3 h; 100 = double the neutral-control signal; activation, % at 12.5 µM; 320,000 tested, 0.096% active; AID 504775, 2011;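 active = mean replicate activation of at least 60% and every replicate at or above 60%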;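 note: 0% = median plate neutral-control signal and 100% = twice that signal; values of inactives mirror those of a sister screen read the other way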
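Test system: SR-BI-overexpressing, LDLR-lacking CHO cells; Medium: Ham's F12 with 0.5% BSA, HEPES 25 mM, pH 7.4; Schedule: 3 h, 37 °C; Technique: bottom-read fluorescence, 550/595 nm.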
Keap1-Nrf2 PPI: Keap1-Nrf2 protein-protein interaction inhibitors, primary screen, biochemical, fluorescence polarization, single point. Keap1 Kelch-Nrf2 peptide fluorescence polarization, 1536-well. inhibition, % at 9.4 µM. 340,000 tested, 0.15% active. AID 504523, 2011; in the data active = inhibition above about 12%;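 note: human Keap1 Kelch domain with fluorescein labeled Nrf2 9mer peptide probe; 0% = neutral control wells and 100% = peptide positive control; higher means more block of Keap1 binding to Nrf2 peptide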
PKA-R2B act: activators of PKA-R2B holoenzyme, primary screen, biochemical, fluorescence polarization, Cy5-IP20, human. cAMP-dependent protein kinase catalytic subunit beta (Homo sapiens) + cAMP-dependent …. PKA-R2B holoenzyme dissociation; R2B truncated from residue 108, S112A mutant; 0% DMSO only, 100% 113 µM cGMP. activation, % at 11.4 µM. 340,000 tested, 0.079% active. AID 504700, 2011;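 active = activation above a cutoff set at the mean over all compounds plus 3 SD, cut at about 18% in these data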;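 note: higher means more holoenzyme dissociation and a rise in polarization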
Target sequence (P31323 whole entry, looked up, other chains not shown, the tested form may be a part): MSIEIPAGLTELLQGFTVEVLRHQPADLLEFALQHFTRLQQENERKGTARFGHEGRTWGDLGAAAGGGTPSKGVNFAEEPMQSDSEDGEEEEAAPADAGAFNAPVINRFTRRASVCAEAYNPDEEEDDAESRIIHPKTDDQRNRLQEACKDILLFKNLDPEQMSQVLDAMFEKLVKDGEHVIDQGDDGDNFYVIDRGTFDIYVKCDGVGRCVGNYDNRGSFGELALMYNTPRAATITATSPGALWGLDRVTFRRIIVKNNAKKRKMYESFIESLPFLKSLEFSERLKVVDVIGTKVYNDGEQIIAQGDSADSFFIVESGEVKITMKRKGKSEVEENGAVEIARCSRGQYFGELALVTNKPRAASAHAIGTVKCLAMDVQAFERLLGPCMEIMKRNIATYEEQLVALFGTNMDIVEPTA
SR-BI HDL uptake: inhibitors of SR-BI mediated HDL lipid uptake, primary screen, ldlA[mSR-BI] cells, fluorescence, single point; Scavenger receptor class B member 1 (Mus musculus), Q61009; inhibition, % at 12.5 µM; ldlA[mSR-BI] CHO cells, DiI-HDL uptake fluorescence, 3 h; AID 488896, 2010; 320,000 tested, 0.96% active;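 active = mean replicate inhibition of at least 70% and a set share of replicates each scoring 70 or more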;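 note: 0% = median of neutral control wells and 100% = median of positive control wells; values of inactives mirror those of a sister screen read the other way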
Cardiac RTF inh: cardiac RTF calcium sensitivity inhibitors, primary screen, biochemical, IANBD-TnC fluorescence, EC70 calcium; 340,000 tested, 0.12% active; inhibition, % at 7.15 µM; AID 493244, 2011; Troponin I, cardiac muscle (Homo sapiens) + Troponin T, cardiac muscle (Homo sapiens) + …; IANBD-labeled cardiac RTF, Ca2+ fluorescence;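 active = inhibition above the mean inhibition of all tested compounds plus 3 SD, cut at about 17% in these data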;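 note: assay run at fixed EC70 calcium of 1.6 mM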
Active calls of the source: *; . = not tested or not shown.

entry | SR-BI HDL uptake | NSD2 HMT inh | Cardiac RTF inh | Arr AP2 block | SR-BI uptake up | LANA DNA inh | PKA-R2B act | Keap1-Nrf2 PPI | PvdQ inh | DAGLB inhibitor | SMILES
1 | -1 | -2 | -7 | -5 | 1 | 0.9 | 0 | 1 | -2 | 4 | COCCCNC(=O)c1ccc2c(=O)n(Cc3ccc4c(c3)OCO4)c(=S)[nH]c2c1
2 | 4 | -8 | 3 | -5 | -4 | 2.2 | 1 | 0 | -12 | -16 | CCCCOC(=O)Nc1cc(C(=O)OC)ccc1C(=O)OC
3 | 5 | 0 | -1 | 15 | -5 | -1.0 | 6 | 3 | 8 | -1 | NC(=O)c1oc2ccccc2c1NC(=O)CN1CCCCC1
4 | 15 | -3 | -6 | 11 | -15 | -1.1 | -1 | 0 | -11 | -1 | Cc1ccc2nc(NCCC(=O)O)nc(-c3ccccc3)c2c1
5 | 10 | . | -13 | 3 | -10 | -0.5 | -8 | 0 | -13 | 4 | COc1ccc(NC(=O)Nc2ccc3c(c2)C(=O)N([C@H](C)CO)C[C@H](C)[C@@H](CN(C)C(=O)Nc2ccc(OC)cc2)O3)cc1
6 | 2 | -9 | 0 | 6 | -2 | 1.0 | 2 | 0 | -5 | 0 | CN(C)C(CNC(=O)C1CCCN(C(=O)c2ccc(Cl)cc2)C1)c1ccco1 (configuration not stated)
7 | 34 | 5 | -9 | -5 | -34 | 0.5 | 11 | 4 | -4 | -5 | CN(C)c1cccc(/C=C(\C#N)c2ccccc2)c1
8 | -14 | 1 | -5 | -83 | 14 | -0.1 | 5 | 0 | -2 | -2 | Cc1ccccc1C(=O)c1cccn1CC(=O)NCCCc1ccccc1
9 | -23 | 0 | 4 | 34 | 23 | -2.1 | 11 | -3 | 0 | 0 | Cc1ccccc1-n1c(O)c(C=NC2CCS(=O)(=O)C2)c2ccccc2c1=O (configuration not stated)
10 | -8 | . | -4 | -6 | 8 | 0.6 | 6 | -3 | -15 | 1 | COc1ccc(CNC(=O)C2CCN(c3nnc(N4CCCC4=O)s3)CC2)cc1
11 | -20 | -1 | -2 | -3 | 20 | 0.6 | -2 | -3 | -5 | 0 | O=C(COC(=O)c1ccccn1)NNC(=O)c1ccc(Br)cc1
12 | 11 | 6 | -15 | 6 | -11 | -1.3 | 7 | 0 | -5 | -2 | Cc1cccc(N2CCN(c3nnnn3-c3ccccc3)CC2C)c1 (configuration not stated)
13 | 10 | -2 | 8 | 36 | -10 | 1.0 | 0 | 0 | 5 | -3 | CCCCCN(C(=O)NC(=O)Nc1cccc(C)c1C)S(C)(=O)=O
14 | 24 | -2 | -3 | -6 | . | -0.7 | 3 | -6 | -17 | 2 | FC(F)(F)c1ccccc1NC(=S)Nn1cnnc1
15 | 6 | -6 | -9 | 6 | -6 | 1.3 | 2 | -5 | -8 | -6 | N#CCSc1nccc(/C=C/c2ccccc2)n1
16 | -20 | 3 | 1 | 16 | 20 | 0.5 | -7 | -1 | -8 | 1 | COc1ccc(N2CCN(C(=O)CCNS(=O)(=O)c3ccc(C)cc3)CC2)cc1
17 | -14 | 0 | 0 | -2 | 14 | -0.9 | -1 | -2 | 10 | 2 | O=C(NCc1cccs1)C(=O)NCC1OCCCN1S(=O)(=O)c1ccccc1 (configuration not stated)
18 | -9 | 8 | -27 | 7 | 9 | 43 | -16 | 29* | -5 | -5 | CCc1cc[n+](-c2nc([O-])sc2C=O)cc1
19 | 7 | 0 | -1 | -17 | -7 | 2.8 | -10 | 1 | 0 | 0 | Cn1nnnc1SCC(=O)N1N=C(c2cccs2)CC1c1cccs1 (configuration not stated)
20 | -5 | 0 | -2 | 1 | 5 | 1.1 | -10 | -2 | 7 | 3 | O=C(NCC1CCCO1)c1ccc(C(=O)NCC2CCCO2)cc1 (configuration not stated)
21 | 21 | -10 | 11 | -2 | -21 | 0.0 | -9 | -5 | -9 | -6 | CCn1cc(Br)c(C(=O)Nc2ccc(F)c(Cl)c2)n1
22 | -13 | -1 | -5 | 26 | 13 | 1.6 | -6 | -1 | 11 | -2 | CCOc1ccc(S(=O)(=O)N2CCN(C(=O)CCC(=O)N3CCOCC3)CC2)cc1
23 | 1 | . | -1 | 24 | -1 | -1.3 | 5 | 2 | 15 | 0 | O=C(c1ccc(Cl)cc1)N1CCN(c2cc(=O)[nH]nc2-c2ccccc2)CC1
24 | -2 | -1 | 1 | 8 | 2 | -1.4 | 1 | -3 | -10 | -2 | COc1cc(OC)cc(-c2nnc(SCC(=O)NCc3cccs3)o2)c1
25 | 74* | 0 | -18 | 6 | -74 | 0.8 | -9 | -2 | -1 | 2 | Cc1ccc(-n2c(SCC(=O)N/N=C/C=C/c3ccccc3[N+](=O)[O-])nc3ccccc3c2=O)cc1
26 | -36 | . | 1 | 18 | 36 | 3.1 | 0 | -3 | -5 | -3 | CN1C[C@@H]2[C@@H]3C(=O)N(C)C(=O)[C@@H]3[C@](Cc3ccccc3)(C1=O)N2C(=O)c1ccc(F)cc1
27 | 9 | 1 | -2 | 32 | -9 | -0.6 | 3 | -2 | 4 | -4 | O=C(Nc1ccncc1)Nc1ccc(Cl)cc1Cl
28 | -3 | -3 | -1 | -4 | 3 | -1.1 | 7 | 0 | -14 | -12 | CCc1ccc(-c2cc(C)no2)cc1S(=O)(=O)N1CCCN(Cc2ccc(F)cc2)C1
29 | -5 | 3 | -3 | -14 | 5 | -2.0 | -13 | -3 | -11 | -6 | O=C(c1ccc2c(c1)OCO2)N1CCN(c2ccccc2)CC1
30 | -6 | 2 | -8 | -11 | 6 | 1.5 | -6 | -2 | -10 | -3 | CCOC(=O)CN1NC2(CCCCC2)NC1=S
31 | . | 4 | 8 | 0 | . | -0.2 | -14 | -1 | -18 | 0 | CSCc1c(C(=O)NCCc2ccccn2)oc2ccccc12
32 | 2 | -3 | -9 | 12 | -2 | 0.7 | -1 | -1 | -2 | 0 | CCOC(=O)CC1C(=O)NCCN1S(=O)(=O)c1ccc(F)cc1 (configuration not stated)
33 | 20 | 1 | -9 | 44 | -20 | -0.6 | 7 | 0 | -1 | 4 | CCn1cc(CN2CCC(C(=O)Nc3cccc(-c4cccc(Cl)c4)c3)CC2)c(C)n1
34 | -18 | 1 | 0 | 8 | 18 | -0.5 | -6 | -5 | 2 | -3 | CN(C)C(=O)CSc1cccc2cccnc12
35 | 3 | 0 | 1 | 0 | -3 | -0.2 | -11 | -3 | -8 | 0 | Cc1cc(=O)oc2cc(OCC(=O)OCC(=O)NC(=O)NC(C)C)ccc12
36 | -15 | 0 | 8 | -2 | 15 | -2.2 | -1 | -3 | -12 | 0 | Cc1cc(C)c(Cn2c3ccccc3c3cnn(CC(=O)NCc4ccccn4)c(=O)c32)c(C)c1
37 | -20 | 0 | -6 | 10 | 20 | -0.2 | 4 | 2 | 3 | -3 | COc1ccc(S(=O)(=O)N/N=C\c2ccccc2F)cc1
38 | 1 | -5 | -8 | 7 | -1 | 0.2 | -5 | -6 | -8 | 1 | O=C(NCCCN1CCOCC1)c1ccc(CS(=O)(=O)c2cccc(C(F)(F)F)c2)o1
39 | -14 | 4 | -1 | -3 | 14 | -1.5 | -2 | -3 | -9 | -2 | Cc1sc2ncnc(NC3CCN(Cc4ccccc4)CC3)c2c1C
40 | 28 | -1 | 3 | 12 | -28 | -0.7 | 0 | -6 | -12 | -1 | COc1ccc2nc3oc(C(=O)NC4CCN(Cc5ccccc5)CC4)cc3cc2c1
41 | 10 | 0 | 2 | 6 | -10 | -3.1 | -2 | 1 | -5 | 2 | COC(=O)CCCN1C(=O)c2cccc3cccc(c23)C1=O
42 | -18 | -1 | -4 | 4 | 18 | -2.4 | 6 | -3 | -1 | 1 | O=C(CCNS(=O)(=O)c1ccc(Br)s1)NCc1ccc(F)cc1

An excerpt from above in order of length of the SMILES, descending:
entry | SR-BI HDL uptake | NSD2 HMT inh | Cardiac RTF inh | Arr AP2 block | SR-BI uptake up | LANA DNA inh | PKA-R2B act | Keap1-Nrf2 PPI | PvdQ inh | DAGLB inhibitor | SMILES
36 | -15 | 0 | 8 | -2 | 15 | -2.2 | -1 | -3 | -12 | 0 | Cc1cc(C)c(Cn2c3ccccc3c3cnn(CC(=O)NCc4ccccn4)c(=O)c32)c(C)c1
33 | 20 | 1 | -9 | 44 | -20 | -0.6 | 7 | 0 | -1 | 4 | CCn1cc(CN2CCC(C(=O)Nc3cccc(-c4cccc(Cl)c4)c3)CC2)c(C)n1
16 | -20 | 3 | 1 | 16 | 20 | 0.5 | -7 | -1 | -8 | 1 | COc1ccc(N2CCN(C(=O)CCNS(=O)(=O)c3ccc(C)cc3)CC2)cc1
6 | 2 | -9 | 0 | 6 | -2 | 1.0 | 2 | 0 | -5 | 0 | CN(C)C(CNC(=O)C1CCCN(C(=O)c2ccc(Cl)cc2)C1)c1ccco1 (configuration not stated)
40 | 28 | -1 | 3 | 12 | -28 | -0.7 | 0 | -6 | -12 | -1 | COc1ccc2nc3oc(C(=O)NC4CCN(Cc5ccccc5)CC4)cc3cc2c1
35 | 3 | 0 | 1 | 0 | -3 | -0.2 | -11 | -3 | -8 | 0 | Cc1cc(=O)oc2cc(OCC(=O)OCC(=O)NC(=O)NC(C)C)ccc12
8 | -14 | 1 | -5 | -83 | 14 | -0.1 | 5 | 0 | -2 | -2 | Cc1ccccc1C(=O)c1cccn1CC(=O)NCCCc1ccccc1
39 | -14 | 4 | -1 | -3 | 14 | -1.5 | -2 | -3 | -9 | -2 | Cc1sc2ncnc(NC3CCN(Cc4ccccc4)CC3)c2c1C
3 | 5 | 0 | -1 | 15 | -5 | -1.0 | 6 | 3 | 8 | -1 | NC(=O)c1oc2ccccc2c1NC(=O)CN1CCCCC1
15 | 6 | -6 | -9 | 6 | -6 | 1.3 | 2 | -5 | -8 | -6 | N#CCSc1nccc(/C=C/c2ccccc2)n1
34 | -18 | 1 | 0 | 8 | 18 | -0.5 | -6 | -5 | 2 | -3 | CN(C)C(=O)CSc1cccc2cccnc12
